SIRT5 block = SIRT5 desuccinylase inhibitors, primary screen, biochemical, fluorescence imaging, single point, set 5; inhibition, % at 15 µM; AID 652115, 2013; 330,000 compounds, 1.1% hits; Purified SirT5, succinyl-peptide AMC, trypsin-coupled fluorescence; NAD-dependent protein deacylase sirtuin-5, mitochondrial (Homo sapiens), Q9NXA8; in the data active = inhibition above about 15%
Target sequence (Q9NXA8 whole entry, looked up): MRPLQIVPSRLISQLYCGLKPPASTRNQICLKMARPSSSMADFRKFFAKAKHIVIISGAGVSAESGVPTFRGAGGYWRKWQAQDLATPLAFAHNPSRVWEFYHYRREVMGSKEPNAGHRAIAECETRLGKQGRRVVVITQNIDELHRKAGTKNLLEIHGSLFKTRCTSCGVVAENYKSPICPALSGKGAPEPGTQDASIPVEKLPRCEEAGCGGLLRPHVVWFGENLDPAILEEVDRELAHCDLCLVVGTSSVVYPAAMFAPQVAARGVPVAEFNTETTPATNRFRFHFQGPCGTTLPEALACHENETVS
ERp5 inh = inhibitors of ERp5-driven insulin aggregation, primary screen, biochemical, turbidity, absorbance 650 nm, single point; inhibition, % at 9.99 µM; 90 min; Protein disulfide-isomerase A6 (Homo sapiens), Q15084; 350,000 compounds, 0.05% hits;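 active = mean replicate inhibition above about 25%, with every replicate also reaching it, limit read from the data, passing the limit was not always enough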
Target sequence (Q15084 whole entry, looked up): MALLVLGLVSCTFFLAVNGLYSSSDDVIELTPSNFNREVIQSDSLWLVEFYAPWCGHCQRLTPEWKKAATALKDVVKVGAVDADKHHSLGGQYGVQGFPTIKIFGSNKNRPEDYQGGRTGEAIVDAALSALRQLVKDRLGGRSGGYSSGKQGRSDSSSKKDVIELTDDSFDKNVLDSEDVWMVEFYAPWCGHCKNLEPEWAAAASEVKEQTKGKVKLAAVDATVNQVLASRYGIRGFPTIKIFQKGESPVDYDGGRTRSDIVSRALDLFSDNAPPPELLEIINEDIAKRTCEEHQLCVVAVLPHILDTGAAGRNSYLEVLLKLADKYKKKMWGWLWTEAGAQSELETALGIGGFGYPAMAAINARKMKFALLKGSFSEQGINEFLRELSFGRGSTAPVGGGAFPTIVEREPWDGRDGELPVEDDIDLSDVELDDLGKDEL
esBAF inh = Bmi1 luciferase reporter increase in mESCs, primary screen, esBAF inhibitor project, mouse ES cells, Bmi1 luciferase knock-in, single point | 24 h; 100% = twice the neutral-well signal | reporter increase, % at 12.5 µM | 350,000 compounds, 2% hits | AID 602393, 2012; in the data active = activation above about 40%;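 also: 0% = median of the plate's neutral control wells and 100% = double that signal; a rise in the Bmi1 reporter signal indicates esBAF inhibition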
miR-122 sensor = miR-122 Renilla sensor signal increase in Huh7, primary screen, miR-122 inhibitor project, cell-based, single point, plate reader; Huh7 miR-122 Renilla luciferase sensor, 48 h; neutral wells = 0, positive control = 100; activation (reporter increase), % at 12.5 µM; 340,000 compounds, 0.3% hits;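 active = mean replicate activation score at least 90 and every replicate individually at or above 90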;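 also: higher luciferase means less miR-122 activity so hits act as miR-122 inhibitors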
C2C12 statin = suppressors of statin myotoxicity in C2C12 myotubes, primary screen, cell-based, single point, plate reader; C2C12 myotubes + simvastatin, ATP luminescence, 48 h; scaled: DMSO 0, geranylgeraniol control 100; rescue of ATP level, % at 7.49 µM; 330,000 compounds, 0.78% hits; AID 602340, 2012;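 active = mean ATP rescue above about 67%, or every replicate alone reaching that limit, limit read from the data, passing the limit was not always enough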;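 also: myotubes were challenged with 10 µM simvastatin during compound exposure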
ARNT-TACC3 inh = disruptors of ARNT/TACC3 protein interaction, primary screen, biochemical, AlphaScreen, single concentration. AlphaScreen His-ARNT PAS-B/GST-TACC3 binding, luminescence; TACC3 fragment carries E629A point mutation. 390,000 compounds, 0.66% hits. Transforming acidic coiled-coil-containing protein 3 (Homo sapiens), Q9Y6A5. inhibition, % at 9.99 µM;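 active = mean inhibition of replicates at least 50% and at least half of replicates each reaching 50%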;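 also: 0% = complete ARNT plus TACC3 wells and 100% = ARNT alone without TACC3; many hits fall short of the cut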
Cneo AK release = Cryptococcus neoformans cell lysis inducers, primary screen, AK release luminescence, single concentration; C. neoformans lysis, adenylate kinase release luminescence, 4 h; normalised: neutral wells 0, clomiphene wells 100; lysis activity, % at 15 µM; 360,000 compounds, 0.2% hits;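 active = mean lysis activity across replicates of at least 80%, whatever share of replicates individually reach that level; inactive = mean lysis activity below 80%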
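Material: C. neoformans cells; Schedule: 4 h static compound exposure, 37 °C, read 1 h post-reagent; Measured by: adenylate kinase release luminescence; Read-out: signal increase indicating cell lysis; Controls: Clomiphene as positive lysis control.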
* = called active by the depositor; . = no result given; [ ] = remark or other dose. No enrichment for hits, and some 4% of all compounds hit somewhere here.

1. O=C(Nc1cccc(F)c1)N1CCCCN2[C@H](C1)[C@@H](c1ccc(C#Cc3cccnc3)cc1)[C@@H]2CO
2. CN(Cc1nc2ccccc2[nH]1)C(=O)C1CCC(=O)N(C2CCCC2)C1 (stereo unspecified)
3. NC(N)=NCCCc1cn(CC(=O)N2CCNCC2)nn1
4. N/C(=N\OC(=O)Oc1ccccc1)c1ccc(Br)cc1
5. COc1ccc(-c2cc(C(=O)N3CCCC(C(F)(F)F)C3)c3ccccc3n2)cc1OC (stereo unspecified)

assay / entry	1	2	3	4	5
SIRT5 block	1	-3	.	.	5
ERp5 inh	-4	0	5	.	2
esBAF inh	8	-2	-1	4	2
miR-122 sensor	-2[16.7 µM]	4	1	5	68
C2C12 statin	-19	2	-12	-4	-12
ARNT-TACC3 inh	-7	-2	-5	-12	-5
Cneo AK release	6	0	-5	0	3

6. CCC(=O)N1[C@@H]2CN(C(=O)c3ccc4c(c3)OCO4)c3ccccc3[C@@H]2[C@@H]1CO
7. COC(=O)CCC(=O)Nc1nccs1
8. O=C(COC(=O)Cc1ccc(F)cc1)NC1CCCCCC1
9. O=C(Cn1cc(C(=O)c2ccco2)c2ccccc21)NCc1ccco1
10. COC(=O)[C@]1(Cc2ccccc2)N[C@H](CN(C)S(=O)(=O)c2ccc(-c3ccccc3)cc2)[C@@H]2C(=O)N(C)C(=O)[C@@H]21

assay / entry	6	7	8	9	10
SIRT5 block	1	-5	-10	.	8
ERp5 inh	0	3	6	.	5
esBAF inh	-3	3	3	.	6
miR-122 sensor	33[16.7 µM]	0	-3	2	.
C2C12 statin	9	-2	1	.	16
ARNT-TACC3 inh	9	-3	-5	-8	0
Cneo AK release	-4	3	.	2	0

11. Cc1ccccc1-c1ccc2c(c1)O[C@@H](CN(C)Cc1ccc(C(=O)O)cc1)[C@@H](C)CN([C@@H](C)CO)S2(=O)=O
12. Cn1cc(CN2CCC(C(=O)Nc3cccc(-c4cccc(F)c4)c3)CC2)cn1
13. C[C@@H]1CCCCO[C@@H](CN(C)C(=O)Nc2ccc(C(F)(F)F)cc2)[C@H](C)CN([C@H](C)CO)C(=O)c2cc(NC(=O)C3CCCCC3)ccc2O1
14. C=CCN1C(=O)OC2(CCCCC2)C1(C)O (stereo unspecified)
15. O=C(Nc1nnc(-c2ccc3c(c2)OCCO3)o1)C1CCCCC1

assay / entry	11	12	13	14	15
SIRT5 block	-2	-3	2	.	-4
ERp5 inh	-7	0	0	.	1
esBAF inh	-2	-9	5	1	.
miR-122 sensor	-3[16.7 µM]	0	-15[16.7 µM]	1	.
C2C12 statin	9	-12	-75	6	.
ARNT-TACC3 inh	1	1	7	-3	-1
Cneo AK release	-4	10	0	1	.

16. c1ccc2c(CN3CCOCC3)c3ccccc3c(CN3CCOCC3)c2c1
17. COc1ccccc1NC(=O)c1ccc(NC(=O)CN2CCCCC2)cc1
18. COc1ccccc1NC(=O)NCC1(N(C)C)CCCCC1
19. OCC[C@H]1C[C@H](O)[C@@H](O)[C@@]2(CCc3ccccc3O2)O1
20. CCc1ccc(-c2nc(CSCC(=O)NCCCN3CCCC3=O)c(C)o2)cc1

assay / entry	16	17	18	19	20
SIRT5 block	-1	1	3	-5	.
ERp5 inh	0	-2	3	-6	.
esBAF inh	-2	.	2	-6	-54
miR-122 sensor	-1	-3	-6	2	8
C2C12 statin	41	-5	2	-7	-6
ARNT-TACC3 inh	11	8	4	2	-5
Cneo AK release	0	-1	2	0	2

21. Cc1ccc(N(C(C)C(=O)Nc2ccc(S(=O)(=O)N3CCOCC3)cc2)S(C)(=O)=O)cc1 (stereo unspecified)
22. Cc1noc(C)c1NC(=O)N(C)C[C@H]1Oc2ccc(NC(=O)Cc3ccccc3)cc2CC(=O)N([C@@H](C)CO)C[C@H]1C
23. Cc1sc(NC(=O)C2CC(=O)N(Cc3ccco3)C2)nc1-c1ccccc1 (stereo unspecified)
24. C[C@H](CO)N1C[C@H](C)[C@H](CN(C)C(=O)Nc2ccc3c(c2)OCO3)Oc2ncc(C#Cc3ccc(C(F)(F)F)cc3)cc2C1=O
25. NS(=O)(=O)c1cccc(NC(=O)COC(=O)c2ccc(S(=O)(=O)N3CCOCC3)cc2)c1

assay / entry	21	22	23	24	25
SIRT5 block	.	-8	1	2	-2
ERp5 inh	.	1	9	0	6
esBAF inh	4	-1	-8	3	-2
miR-122 sensor	-5	-2[16.7 µM]	1	1[16.7 µM]	.
C2C12 statin	.	-6	-34	.	10
ARNT-TACC3 inh	2	2	.	-6	.
Cneo AK release	-3	-1	-2	-7	0

26. Cc1ccc(S(=O)(=O)N(C)C[C@@H]2OCCCC[C@H](C)Oc3ccc(NC(=O)Nc4cccc5ccccc45)cc3C(=O)N([C@@H](C)CO)C[C@H]2C)cc1
27. Cc1ccc(-c2csc3ncnc(Nc4ccc(C(=O)O)cc4)c23)cc1
28. COc1ccccc1OCC(=O)c1[nH]c(C)c(C(C)=O)c1C
29. CC(=O)Nc1ccc(-c2ccnc3c2CC(C(=O)Nc2cccc(OC(F)(F)F)c2)O3)cc1 (stereo unspecified)
30. COc1ccc(NC(=O)Nc2ccc3c(c2)C(=O)N([C@@H](C)CO)C[C@@H](C)[C@H](CN(C)Cc2ccc4c(c2)OCO4)O3)cc1

assay / entry	26	27	28	29	30
SIRT5 block	7	3	.	.	-2
ERp5 inh	4	0	.	3	2
esBAF inh	-2	-8	7	-3	2
miR-122 sensor	2[16.7 µM]	1	6	.	-1[16.7 µM]
C2C12 statin	.	23	15	-11	-54
ARNT-TACC3 inh	26	-2	1	.	2
Cneo AK release	1	1	4	15	-6

31. CCN1C(=O)/C(=C\C=C2/C=CC=CN2CC)SC1=S
32. CC(C)c1ccc(OCC(O)CN2CCN(c3ccccn3)CC2)cc1 (stereo unspecified)
33. COc1ccccc1NC(=O)C(C)Nc1ccc(C)c(Cl)c1 (stereo unspecified)
34. COc1ccc(S(=O)(=O)N(C)C[C@@H]2Oc3c(NC(=O)C4CC4)cccc3C(=O)N([C@H](C)CO)C[C@@H]2C)cc1
35. c1cncc(CSc2ccc(-c3cccs3)nn2)c1

assay / entry	31	32	33	34	35
SIRT5 block	.	-2	2	-1	8
ERp5 inh	.	2	-6	-1	-2
esBAF inh	12	5	.	0	56*
miR-122 sensor	-5	2	.	-1[16.7 µM]	4
C2C12 statin	0	-13	.	-9	0
ARNT-TACC3 inh	26	0	1	-1	-2
Cneo AK release	.	-1	.	-12	7

Reformatted tab-delimited: part of the list above.
cpd	Molecule	SIRT5 block	ERp5 inh	esBAF inh	miR-122 sensor	C2C12 statin	ARNT-TACC3 inh	Cneo AK release
31	CCN1C(=O)/C(=C\C=C2/C=CC=CN2CC)SC1=S	.	.	12	-5	0	26	.
32	CC(C)c1ccc(OCC(O)CN2CCN(c3ccccn3)CC2)cc1 (stereo unspecified)	-2	2	5	2	-13	0	-1
33	COc1ccccc1NC(=O)C(C)Nc1ccc(C)c(Cl)c1 (stereo unspecified)	2	-6	.	.	.	1	.
34	COc1ccc(S(=O)(=O)N(C)C[C@@H]2Oc3c(NC(=O)C4CC4)cccc3C(=O)N([C@H](C)CO)C[C@@H]2C)cc1	-1	-1	0	-1[16.7 µM]	-9	-1	-12

(list continues)
36. COc1ccc(CNC(=O)C/C(C)=N/NC(=O)c2ccc(OC)cc2OC)cc1
37. Cc1cccc(NCc2nc(SCC(=O)Nc3ccccc3)n[nH]2)c1
38. Cc1ccccc1-c1ccc([C@@H]2[C@H](CO)N3CCCCN(S(C)(=O)=O)C[C@@H]23)cc1
39. COc1ccc(-c2cnc3c(c2)C(=O)N([C@H](C)CO)C[C@H](C)[C@H](CN(C)S(=O)(=O)c2cn(C)cn2)O3)cc1
40. CC(C)NC(=O)N1CCCCN2[C@@H](CO)[C@H](c3ccc(Br)cc3)[C@@H]2C1

assay / entry	36	37	38	39	40
SIRT5 block	-1	-1	3	-3	1
ERp5 inh	-1	-2	-9	-4	-5
esBAF inh	4	-7	-4	3	5
miR-122 sensor	.	1	12[16.7 µM]	-4[16.7 µM]	8[16.7 µM]
C2C12 statin	14	-1	17	23	11
ARNT-TACC3 inh	.	-5	-2	0	32
Cneo AK release	-5	-2	-2	2	2

41. CCc1c(Cl)nc(N)nc1Nc1ccccc1C
42. CC(=O)Nc1ccc(NC(=O)c2nc(-c3ccccc3)oc2C)cc1
43. O=C(N/N=C/c1ccccc1F)c1cc2c(ccc3ccccc32)o1
44. Cc1onc(-c2c(F)cccc2Cl)c1C(=O)N(C)C1CCCCC1
45. COCCN(C(=O)CCCC(=O)Nc1ccccn1)C(C(=O)NC1CCCCC1)c1ccc(C)cc1 (stereo unspecified)

assay / entry	41	42	43	44	45
SIRT5 block	0	-3	3	-3	.
ERp5 inh	2	-2	-1	-6	.
esBAF inh	.	.	.	3	10
miR-122 sensor	2	.	.	1	-10
C2C12 statin	7	.	.	-2	4
ARNT-TACC3 inh	3	-5	-15	-2	0
Cneo AK release	-1	.	0	4	.

46. COc1ccc(S(=O)(=O)N(C)CC(=O)NC2CC2)cc1OC
47. CC(=O)c1ccc(OCC(C)C)c(Cc2c(O)nc(N)[nH]c2=O)c1
48. Clc1cccc(Cl)c1COc1ccncc1
49. CCc1ccc(CN2CCC(Oc3ccc(C(=O)N4CCCC4)cc3)CC2)cc1
50. CC(=O)Nc1ccc(S(=O)(=O)NNC(=O)c2ccc(C)cc2)cc1

assay / entry	46	47	48	49	50
SIRT5 block	8	-2	.	0	.
ERp5 inh	1	0	.	-4	.
esBAF inh	.	.	-2	-5	-3
miR-122 sensor	3	.	-12	.	-1
C2C12 statin	.	.	4	-12	-8
ARNT-TACC3 inh	-3	-3	-8	.	0
Cneo AK release	-2	.	.	2	4

51. O=C(CN1C(=O)CSC1=O)Nc1ccc2c(c1)OCCO2
52. O=C(O)/C=C/C(=O)NCc1ccccc1
53. CSCCC(NS(=O)(=O)c1ccc(C)cc1)C(=O)NC1CCCCCC1 (stereo unspecified)
54. Cc1ccnc(NC(=O)CSc2ccccn2)c1
55. Cc1[nH]c(=O)[nH]c(=O)c1CSc1nnc(CCCCCNC(=O)OC(C)(C)C)o1
56. COc1cccc(CN2CCN(Cc3cccc(Br)c3)CC2)c1OC
57. COc1ccc2cc(C(=O)NCC(=O)O)sc(=O)c2c1OC

assay / entry	51	52	53	54	55	56	57
SIRT5 block	.	-2	-6	-6	-5	-4	.
ERp5 inh	.	1	10	-1	6	8	.
esBAF inh	-2	.	4	20	0	-3	.
miR-122 sensor	-4	4	6	.	-3	.	4
C2C12 statin	1	.	-11	3	1	0	.
ARNT-TACC3 inh	0	-2	-4	4	-3	0	-4
Cneo AK release	1	0	3	.	-4	-2	3

With a hit mark in esBAF inh, among the entries above:
entry | SMILES | SIRT5 block | ERp5 inh | esBAF inh | miR-122 sensor | ARNT-TACC3 inh
35 | c1cncc(CSc2ccc(-c3cccs3)nn2)c1 | 8 | -2 | 56* | 4 | -2
